# Compound activity deposited in PubChem by The Scripps Research Institute Molecular Screening Center.
# CHO parental Ca: counter-screen for OX1R antagonists: effect in parental CHO cells; 330,000 compounds, 0.63% hits; AID 463079; parental CHO-K1, ATP-induced calcium, Fluo-8 fluorescence; inhibition, % at 5.6 µM;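 active = inhibition above that plate's mean sample inhibition plus 3 SD, cut at about 26% in these data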;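 note: 0% = ATP-challenged DMSO wells and 100% = DMSO wells without ATP; some compounds past the cut are filed as inactive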
#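 Test system: parental CHO cells; detection: calcium-sensitive Fluo-8 fluorescence; evaluation: percent inhibition of calcium signal; also added: ATP as calcium-mobilizing challenge; repeats: one well per compound; control set: ATP-challenged DMSO wells low, unchallenged DMSO wells high; compound: single nominal dose of 5.6 µM per compound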
# OXTR agonist: human OXTR agonism | P30559 | CHO-OTR cells, Fluo-8 calcium fluorescence; normalized: DMSO 0%, oxytocin 100% | activation, % at 3 µM | 320,000 compounds, 0.32% hits | AID 2435;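 active = activation above the mean of all tested compounds plus 3 SD, cutoff set per screening run, cut at about 20% in these data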;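 note: peak over basal fluorescence ratio from a 100 s FLIPR kinetic read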
# Target sequence (P30559 whole entry, looked up): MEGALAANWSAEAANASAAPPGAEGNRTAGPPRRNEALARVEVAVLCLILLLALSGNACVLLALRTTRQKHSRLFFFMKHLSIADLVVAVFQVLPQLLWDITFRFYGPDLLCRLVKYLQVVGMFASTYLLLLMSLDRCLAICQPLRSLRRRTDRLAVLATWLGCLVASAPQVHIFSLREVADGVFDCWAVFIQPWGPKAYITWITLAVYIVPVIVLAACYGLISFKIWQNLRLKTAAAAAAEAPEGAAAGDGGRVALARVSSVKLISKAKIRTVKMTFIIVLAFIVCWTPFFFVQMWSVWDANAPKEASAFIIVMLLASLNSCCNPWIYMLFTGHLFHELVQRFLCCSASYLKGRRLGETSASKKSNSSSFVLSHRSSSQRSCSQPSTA
# CHO-K1 Ca ag: nonselective activator or artifact in parental CHO-K1 cells; activation, % at 3 µM; Fluo-8 calcium fluorescence; scaled to maximal ATP response, vehicle zero; 360,000 compounds, 0.48% hits; in the data active = activation above about 15%;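 note: untransfected CHO-K1 host cells lacking M1 receptor as counterscreen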
# V1aR counter: activates human V1a receptor in oxytocin agonist counter-screen. P37288. CHO-V1R cells, Fluo-8 calcium fluorescence, agonist mode; 0% DMSO, 100% 3 nM vasopressin. activation, % at 3 µM. 320,000 compounds, 0.25% hits;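 active = activation above the mean activation of all tested compounds plus 3 SD, per screening run, cut at about 20% in these data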;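 note: signal is peak over basal fluorescence ratio across a 100 second FLIPR read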
# Target sequence (P37288 whole entry, looked up): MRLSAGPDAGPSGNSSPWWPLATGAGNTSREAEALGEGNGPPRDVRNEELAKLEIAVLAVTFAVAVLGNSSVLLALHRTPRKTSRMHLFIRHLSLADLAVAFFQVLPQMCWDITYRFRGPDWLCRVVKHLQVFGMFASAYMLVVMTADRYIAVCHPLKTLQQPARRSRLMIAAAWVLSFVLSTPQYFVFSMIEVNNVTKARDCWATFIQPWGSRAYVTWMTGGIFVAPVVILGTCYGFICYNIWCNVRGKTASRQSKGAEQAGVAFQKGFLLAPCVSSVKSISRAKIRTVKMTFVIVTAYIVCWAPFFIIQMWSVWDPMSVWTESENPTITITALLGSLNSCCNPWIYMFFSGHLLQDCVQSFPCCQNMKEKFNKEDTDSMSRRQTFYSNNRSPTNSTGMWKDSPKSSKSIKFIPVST
# M1 PAM parental: nonselective activator or artifact in parental CHO-K1 calcium assay. activation, % at 3 µM. ATP EC20, Fluo-8 calcium fluorescence; 0% at ATP EC20, 100% at ATP max. 360,000 compounds, 0.02% hits;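 active = activation above the run cutoff, the mean activation of all test compounds plus 3 SD, cut at about 40% in these data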;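 note: peak over basal fluorescence ratio in a 140 s read after ATP addition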
# CHO-K1 Ca antag: nonselective inhibitor or artifact in parental CHO-K1 cells. AID 602250. ATP-induced calcium, Fluo-8 fluorescence. inhibition, % at 3 µM. 360,000 compounds, 0.6% hits;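 active = inhibition above a per-plate cutoff, the plate's mean sample inhibition plus 3 SD, cut at about 24% in these data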;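 note: 0% = DMSO plus EC80 ATP and 100% = DMSO alone without ATP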
# OXTR potentiate: human OXTR potentiation | AID 2445 | P30559 | 320,000 compounds, 0.061% hits | activation, % at 3 µM | CHO-OTR cells, Fluo-8 calcium fluorescence, potentiator mode; 0% = oxytocin EC15, 100% = EC100;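 active = activation above that plate's cutoff, the mean activation of tested compounds plus 3 SD, cut at about 6.6% in these data, passing the limit was not always enough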;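 note: 100% uses oxytocin at 75 nM as the full agonist control; some results filed as inactive read as strong as hits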
#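 assay system = CHO-OTR cells, human receptor | schedule = compound 6 min at room temperature before oxytocin, 100 s read | detection = Fluo-8 intracellular calcium fluorescence, ex 470-495, em 515-575 nm | evaluation = normalized max/min fluorescence ratio, % activation | control set = EC15 oxytocin alone as 0%, 75 nM oxytocin (EC100) as 100%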
# GPR7 antagonist: blocks human GPR7 receptor signaling | inhibition, % at 4.4 µM | GPR7-expressing cells, fluorescence antagonist assay | AID 1861 | P48145 | 290,000 compounds, 1.1% hits; in the data active = inhibition above about 16%, passing the limit was not always enough;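 note: cells stimulated with the agonist NPW; 0% = agonist with vehicle and 100% = vehicle without agonist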
# TAAR1 antag: antagonists of human TAAR1 | Q96RJ0 | CHO RD-HGA16 TAAR1, Fluo-8 calcium fluorescence, antagonist | 360,000 compounds, 1.5% hits | inhibition, % at 3 µM | AID 624466;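 active = inhibition above a per-plate cutoff, the mean inhibition of test compounds on that plate plus 3 SD, cut at about 49% in these data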;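 note: 0% = DMSO plus EC80 beta-PEA response and 100% = DMSO alone without agonist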
#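 Test system: RD-HGA16 CHO cells with stable hTAAR1 and Gα16 / Probe or stimulus: EC80 β-phenethylamine stimulus / Times: seeding 17-24 h prior, 75-min 37 °C, 30-min RT dye loading / Detection: Fluo-8 calcium-sensitive fluorescence / Read-out basis: % inhibition scaled between DMSO and EC80 PEA controls / Repeats: singlicate, one well per test compound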
# Active calls of the source: *; x = no result given.
nr	smiles	GPR7 antagonist	V1aR counter	OXTR agonist	CHO parental Ca	TAAR1 antag	CHO-K1 Ca antag	M1 PAM parental	OXTR potentiate	CHO-K1 Ca ag
1	Cn1c(=O)c2c(ncn2CC(=O)Nc2nc(-c3ccc(F)c(F)c3)cs2)n(C)c1=O	-5	2.0	2.5	99*	-30	-9	7	2	0.4
2	COc1cc(/C=N/N2C(=O)C3C4c5ccccc5C(c5ccccc54)C3C2=O)ccc1O (stereo not drawn)	-3	0.3	-0.4	-9	-23	6	-7	-13	-0.2
3	COc1cc(/C=N/Nc2nc(N3CCCC3)nc(N3CCCC3)n2)ccc1OCc1ccccc1F	-6	0.1	-0.8	-24	32	-10	13	-9	0.5
4	Cc1cc(CNC(=O)C2CCC(=O)N(Cc3ccccc3F)C2)nn1C (stereo not drawn)	-3	-0.1	0.2	-3	-14	-3	1	0	0.7
5	CCOc1ncccc1C(=O)NNC(=O)c1ccccc1-n1cccc1	-25	0.7	-0.4	-23	-19	12	-25	0	0.5
6	COc1ccccc1OCC(=O)NNC(=O)c1ccoc1C	-4	0.7	0.4	0	19	-1	5	-6	0.8
7	CCOC(=O)c1cc2c(=Cc3ccc(N(C)C)cc3)c3ccccc3n2[n+]1C	x	x	x	x	3	-14	20	x	0.7
8	CC(C)(C)C#CC(CCc1ccccc1)OS(N)(=O)=O (stereo not drawn)	-2	2.8	-2.2	-4	x	x	x	-11	x
9	COc1ccc(CNC(c2ccccc2)c2ccc(Cl)cc2)cc1 (stereo not drawn)	-8	-0.6	-1.2	-54	-1	-29	15	-2	0.2
10	CCOc1ccc(C(=O)NC(=S)N(Cc2ccccc2)Cc2ccccc2)cc1	-9	-0.4	-1.5	-22	14	-4	17	-8	0.7
11	CNCCCC1c2ccccc2C=Cc2ccccc21	13	4.2	4.5	-7	-1	-5	10	-10	0.7
12	Cc1ccccc1CC(=O)OCC(=O)Nc1ccc(C)c(S(=O)(=O)N2CCCCC2)c1	x	5.3	1.0	-1	23	-21	0	-11	3.5
13	COc1ccc(C(=O)c2oc3ccccc3c2N)cc1	-10	-0.3	-0.9	-10	23	-8	14	0	0.4
14	CCCCc1nc(C(N)=O)c2[nH]c(=O)n(-c3ccc(OCC)cc3)c2n1	-36	1.3	-0.7	-11	x	11	-8	-8	4.7
15	CN1CCN(NC(=O)c2ccccc2F)CC1	-8	-0.1	-0.4	4	-6	-6	16	-11	0.5
16	CCC1CCCCN1C(=S)NC(=O)c1ccco1 (stereo not drawn)	x	0.4	0.6	-1	-10	-12	20	-8	0.6
17	CC1CCN(S(=O)(=O)c2ccc(C(=O)NCc3ccc4c(c3)OCO4)cc2)CC1	7	8.1	7.4	-4	58*	2	-1	-12	1.0
18	C[N+]1([O-])[C@@H]2Cc3cc4c(cc3[C@@H]1Cc1cc3c(cc12)OCO3)OCO4 (stereo partly drawn)	x	0.5	-0.2	-6	-4	-2	-15	-2	0.3
19	O=C(/C=C/c1cccc(Br)c1)N1CCN(c2cccc(C(F)(F)F)c2)CC1	1	2.4	1.4	-14	-10	-10	19	-6	1.6
20	O=C(c1cc2ccccc2oc1=O)N1CCCC1	-7	1.7	-0.2	-13	-4	16	12	-8	1.9
21	COc1ccccc1C(CNC(=O)c1ccc(NS(=O)(=O)c2ccc(C(C)=O)cc2)cc1)N1CCCC1 (stereo not drawn)	x	x	x	x	-3	-6	0	x	-0.7
22	O=C(N/N=C/c1ccc(O)c(O)c1)c1ccc(-n2cnnn2)cc1	x	0.4	1.0	0	-7	-20	13	-4	1.2
23	Cc1cc(C)c(Cn2c(=O)n(CCCC(=O)NCc3ccco3)c(=O)c3ccccc32)c(C)c1	-13	-1.0	-2.1	0	4	-10	16	-12	1.1
24	CCOc1ccc(S(=O)(=O)NCc2ccccc2)cc1C(N)=O	-16	5.2	4.4	9	-9	-6	24	-12	4.7
25	COc1ccc(N2CCN(C(=O)CSc3ncn[nH]3)CC2)cc1	x	-0.5	0.1	-4	-40	1	-6	-4	1.7
26	O=C1C2C3C=CC(C3)C2C(=O)N1CCN1CCN(S(=O)(=O)/C=C/c2ccccc2)CC1 (stereo not drawn)	4	0.7	-0.3	-15	5	-6	22	-4	2.0
27	CCCCNc1cc(C)oc(=O)c1C(C)=O	-9	-0.5	-1.1	-12	6	-16	15	0	-0.2
28	C[C@@H]1CN([C@H](C)CO)C(=O)c2cccc(NC(=O)Nc3ccc(F)cc3)c2O[C@H]1CN(C)C(=O)Nc1ccc(C(F)(F)F)cc1	x	0.9	0.9	-10	8	-1	4	-3	-0.5
29	CCN(CC)c1ccc(N=C2C(=O)Nc3ccccc32)cc1	-11	-1.0	-0.7	-14	-1	-2	-6	0	0.2
30	O=C(NC1CC2CCCC(C1)N2Cc1ccccc1)c1cccc(F)c1 (stereo not drawn)	-12	0.5	1.3	-22	11	-10	-8	-2	0.0

# The list continues.
nr	smiles	GPR7 antagonist	V1aR counter	OXTR agonist	CHO parental Ca	TAAR1 antag	CHO-K1 Ca antag	M1 PAM parental	OXTR potentiate	CHO-K1 Ca ag
31	CCOC(=O)COc1ccc2c(c1)c(C(C)=O)c(C)n2-c1ccc(OC)cc1	24	-1.0	-1.5	-15	4	-8	-12	-8	1.6
32	CSc1ncccc1C(=O)N1CCN(S(=O)(=O)c2ccccc2)CC1	-6	1.1	0.5	2	9	-5	-1	-3	2.0
33	COc1cc(Cl)c(C)cc1NC(=O)c1ccc(NS(=O)(=O)c2ccc(F)c(F)c2)cc1	0	0.4	-0.1	-7	-7	-2	16	0	0.3
34	CC(C)(C)c1ccc(OCCC(=O)Nc2cccc(S(=O)(=O)NC3=NCCCCC3)c2)cc1	x	x	x	x	14	0	-1	x	6.6
35	Fc1ccc(-c2nc3c(Cl)cc(C(F)(F)F)cn3c2Cc2ccccc2)cc1	x	x	x	x	-14	5	0	x	-0.1
36	Clc1ccc(Sc2cc(Cl)c(-c3ccccc3)nn2)cc1	5	0.3	-1.3	-9	12	-13	6	-4	-0.2
37	Cc1cc(NC(=O)Cc2ccccc2C)no1	-8	-0.6	-1.4	-11	-7	-2	10	-5	0.3
38	NC(N)=NC(N)=Nc1ccc(O)cc1	-4	0.6	0.1	-8	-4	-11	-11	-14	1.2
39	COc1cc(C(=O)COC(=O)c2ccc([N+](=O)[O-])o2)cc(OC)c1OC	x	0.3	1.3	-6	13	-13	14	-7	0.6
40	CCc1cccc(OCC(=O)Nc2ccc(C)c(S(=O)(=O)N3CCCCCC3)c2)c1	x	-0.2	1.3	35*	50*	9	-12	-17	2.1
41	COc1ccccc1-c1nnc(NC(=O)c2ccccc2F)o1	-7	0.5	0.2	-6	4	11	5	-8	3.6
42	CC(C)(C)c1ccc(C(=O)N/N=C2\C3CN4CCN(C3)CC2(c2ccccc2)C4)cc1	-10	-0.8	-0.6	-10	9	15	-4	-10	3.5
43	Cc1ccc(-n2c(N)c(C#N)c(-c3ccccc3)c(C#N)c2=O)cc1	9	4.3	5.3	14	-4	-18	19	-17	0.4
44	CCOc1ccc(-c2nc(N)ncc2-c2ccccc2)c(O)c1	-17	-1.1	-1.8	-31	9	-13	8	1	-0.3
45	CCn1c(COc2ccccc2)nnc1SCC(=O)CC(=O)Nc1ccccc1OC	-19	0.0	-0.5	-17	-7	-4	17	-2	1.3
46	C[C@H](O)CNC(=O)c1[nH]cnc1C(=O)Nc1cccc(Cl)c1	x	x	x	x	2	5	4	x	0.8
47	O=C(NCc1ccccc1)C1(C(F)(F)F)C/C(=C\CCO)CCCO1 (stereo not drawn)	x	0.9	0.2	-12	-6	-8	1	0	0.1
48	COc1ccccc1NC(=O)c1ccc2c(c1)N(CC(=O)NC(C)C)C(=O)C(C)(C)O2	-1	-0.4	0.5	-4	6	8	-1	-5	0.3
49	CCN(CC(=O)Nc1c(F)cccc1F)C(=O)c1cn2ccccc2n1	x	-0.5	2.4	10	1	6	-8	0	-0.2
50	Cc1occc1-c1nnc(SCCNCCO)o1	-1	0.5	1.8	-6	-19	-9	11	-5	0.5
51	O=C(CC1OC(=O)c2ccccc21)c1ccco1 (stereo not drawn)	-3	-0.5	0.7	-11	2	-2	1	-7	-0.1
52	CC(=O)N1CCc2c(sc(NC(=O)CS(=O)(=O)c3ccc(F)cc3)c2C#N)C1	x	0.5	0.2	-3	-29	1	-9	-4	0.0
53	CCOc1ccc(S(=O)(=O)NCc2ccncc2)cc1NC(=O)c1ccccc1F	-9	-0.4	0.7	-27	-26	8	13	-13	-0.3
54	CCN(CC)CCn1c(N)c(S(=O)(=O)c2ccccc2)c2nc3ccccc3nc21	5	1.9	1.1	-19	-10	3	-11	-5	0.1
55	COCCNC(=O)C(c1ccc(C)cc1)N(C(=O)CCC(=O)Nc1ccccn1)c1cccc(C)c1 (stereo not drawn)	-5	0.5	0.7	-16	-6	-9	4	0	-0.4
56	CSc1cccc(NC(=O)C2CCN(S(=O)(=O)c3ccc(F)cc3)CC2)c1	11	11	5.9	0	43	-10	19	-13	8.1
57	Cc1ccc(-c2[nH]c(=S)[nH]c(=O)c2C#N)cc1	-3	0.5	0.3	-9	3	-25	26	0	0.2
58	O=C(NCc1nc2ccccc2[nH]1)C1=C[C@H](c2ccc3c(c2)OCO3)C[C@H](OCc2ccc(CO)cc2)O1	-10	0.1	0.5	-15	39	-14	9	-11	1.6
59	Cc1ccc(OCC(=O)Nc2ccccc2Sc2ccccc2)c([N+](=O)[O-])n1	-6	-1.1	-2.3	-7	-1	-4	-2	-9	1.2
60	O=C(NC(NC(=S)Nc1c(Cl)cccc1Cl)C(Cl)(Cl)Cl)c1cccc([N+](=O)[O-])c1 (stereo not drawn)	-4	9.8	5.7	1	11	13	1	-8	11

# Going on with the list.
nr	smiles	GPR7 antagonist	V1aR counter	OXTR agonist	CHO parental Ca	TAAR1 antag	CHO-K1 Ca antag	M1 PAM parental	OXTR potentiate	CHO-K1 Ca ag
61	CCCCNC(=O)C[C@@H]1C[C@@]2(C(=O)OCC)CCCC=C2N(Cc2ccc3c(c2)OCO3)C1=O	x	x	x	x	-6	-24	5	x	0.7
62	Nc1nonc1N/N=C\c1ccccc1	-8	-0.2	-1.1	4	-22	-6	-13	4	-0.1
63	C=CCNC(=O)/C(=C/c1ccco1)NC(=O)c1ccc(Br)o1	-15	0.7	-0.7	-5	-19	5	5	-2	0.1
64	CC(=O)COc1nc2c(c(-c3ccco3)c1C#N)CCc1ccccc1-2	-7	-0.5	-2.1	-21	x	x	x	-1	x
65	COc1ccc(C(=O)C2CCN(CC(=O)Nc3ccc(OC)cc3OC)CC2)cc1	1	0.8	-2.0	-24	-1	-28	19	-21	1.2
66	COc1ccc(NC(C)C(=O)Nc2ccc(C(C)(C)C)cc2)cc1Cl (stereo not drawn)	1	5.8	1.3	-16	23	-9	13	-17	1.2
